# Screening results as filed in PubChem.
# PHOSPHO1 inh: blocks human PHOSPHO1 phosphatase activity; recombinant PHOSPHO1, absorbance phosphatase assay; inhibition, % at 13.3 µM; hit rate 1.1% among 290,000; in the data active = inhibition above about 60%
# Target sequence (Q8TCT1 whole entry, looked up): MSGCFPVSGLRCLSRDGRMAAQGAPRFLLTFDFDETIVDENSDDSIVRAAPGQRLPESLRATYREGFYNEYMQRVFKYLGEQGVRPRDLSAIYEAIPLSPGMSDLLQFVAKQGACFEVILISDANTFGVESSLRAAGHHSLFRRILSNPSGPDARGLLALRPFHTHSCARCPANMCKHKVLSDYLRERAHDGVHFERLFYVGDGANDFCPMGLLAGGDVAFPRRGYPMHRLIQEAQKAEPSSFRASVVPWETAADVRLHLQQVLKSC
# V1R ag counter: activates human V1a receptor in oxytocin agonist counter-screen | P37288 | CHO-V1R cells, Fluo-8 calcium fluorescence, agonist mode; 0% DMSO, 100% 3 nM vasopressin | activation, % at 3 µM | hit rate 0.25% among 320,000;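 active = activation above the mean activation of all tested compounds plus 3 SD, per screening run, cut at about 20% in these data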;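 also: signal is peak over basal fluorescence ratio across a 100 second FLIPR read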
# Target sequence (P37288 whole entry, looked up): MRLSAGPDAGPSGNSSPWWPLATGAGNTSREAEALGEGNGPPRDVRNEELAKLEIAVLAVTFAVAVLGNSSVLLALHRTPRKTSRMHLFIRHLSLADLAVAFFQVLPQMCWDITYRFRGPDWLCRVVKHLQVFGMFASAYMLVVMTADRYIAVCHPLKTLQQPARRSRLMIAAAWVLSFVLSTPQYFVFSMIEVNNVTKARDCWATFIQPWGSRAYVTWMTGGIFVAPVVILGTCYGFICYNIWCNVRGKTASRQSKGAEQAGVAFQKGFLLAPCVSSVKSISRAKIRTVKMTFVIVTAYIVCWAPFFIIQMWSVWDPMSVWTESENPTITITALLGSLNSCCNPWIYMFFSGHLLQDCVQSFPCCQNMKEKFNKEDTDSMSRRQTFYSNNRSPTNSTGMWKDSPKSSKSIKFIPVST
# MEKK2wt PB1 HTS: raises or lowers MEK5 binding to wildtype human MEKK2 PB1 domain | bead flow cytometry, Alexa488-MEK5 binding to MEKK2 WT; actives lie on both sides | binding response (% of control), % at 10 µM | hit rate 1.1% among 290,000 | Q9Y2U5; in the data active = binding response below about 67% or above about 130%
# GalR3 antag: blocks the human galanin receptor 3; HEK293 GalR3-CNG cAMP membrane potential fluorescence; galR3 body fused to GalR1 C-terminus; inhibition, % at 3 µM; hit rate 0.44% among 360,000; AID 651719;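 active = inhibition above the screen-wide average plus 3 SD, cut at about 13% in these data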;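 also: forskolin and galanin both at EC90 stimulate the cells; cAMP rise reported by CNG channel membrane potential dye signal; 0% = forskolin plus galanin with DMSO and 100% = forskolin alone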
# Target sequence (O60755 1-299 limits assumed): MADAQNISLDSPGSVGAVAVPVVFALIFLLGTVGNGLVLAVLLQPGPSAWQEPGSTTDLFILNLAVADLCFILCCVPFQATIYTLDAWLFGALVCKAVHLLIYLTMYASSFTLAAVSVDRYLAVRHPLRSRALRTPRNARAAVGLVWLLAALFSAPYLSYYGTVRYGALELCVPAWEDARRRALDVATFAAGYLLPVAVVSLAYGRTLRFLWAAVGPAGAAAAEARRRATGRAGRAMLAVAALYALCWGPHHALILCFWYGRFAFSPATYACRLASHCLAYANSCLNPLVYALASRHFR
# GPR7 antagonist: antagonists of human GPR7 (neuropeptides B/W receptor 1) | P48145 | hit rate 1.1% among 290,000 | inhibition, % at 4.4 µM | GPR7-expressing cells, fluorescence antagonist assay | AID 1861; in the data active = inhibition above about 16%, passing the limit was not always enough;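 also: cells stimulated with the agonist NPW; 0% = agonist with vehicle and 100% = vehicle without agonist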
# OXTR ag: agonists of human oxytocin receptor; P30559; CHO-OTR cells, Fluo-8 calcium fluorescence; normalized: DMSO 0%, oxytocin 100%; activation, % at 3 µM; hit rate 0.32% among 320,000; AID 2435;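 active = activation above the mean of all tested compounds plus 3 SD, cutoff set per screening run, cut at about 20% in these data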;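 also: peak over basal fluorescence ratio from a 100 s FLIPR kinetic read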
# MEKK2mut PB1 HTS: signal of MEK5 binding to mutant human MEKK2 PB1 domain. hit rate 0.35% among 290,000. AID 1530. percent response, % at 10 µM. bead flow cytometry, Alexa488-MEK5 binding to MEKK2 mutant; in the data active = percent response above about 24%, passing the limit was not always enough; also: inactives centre near 1; some results filed as inactive read as strong as hits; reference of the scale not given here
# MEKK3 PB1 HTS: modulators (inhibitors or enhancers) of MEK5 binding to human MEKK3 PB1 domain; Q99759; bead-based flow cytometry, Alexa488-MEK5 binding to MEKK3; actives lie on both sides; 0 = blocked by unlabeled MEK5, 100 = vehicle; binding response (% of control), % at 10 µM; hit rate 1.4% among 290,000;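 active = binding response more than 3 SD above or below the average of its plate-row segment, actives on both sides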;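 also: Alexa488 bead fluorescence after subtracting the streptavidin-only scavenger bead signal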
# NALP1 inh: inhibitors of NALP1 inflammasome in yeast; inhibition, % at 10 µM; hit rate 0.61% among 280,000; AID 2071; S. cerevisiae NALP1/ASC/caspase-1 growth, X-gal OD620, 72 h; in the data active = inhibition mostly above about 24%, no sharp cut-off; inactive = mostly below about 32%; also: some compounds called inactive have numbers as strong as hits
# An asterisk follows results filed as active; x = not tested or not shown; [ ] = remark or other dose. Rows were taken by chance; 5.4% or so of the library scored in one or more.
entry	Molecule	PHOSPHO1 inh	V1R ag counter	MEKK2wt PB1 HTS	GalR3 antag	GPR7 antagonist
1	Cn1c(SCC(=O)Nc2ncc(C(F)(F)F)cc2Cl)nnc1-c1ccc(Cl)cc1	2	1.1	107	-1	-9
2	CC(C)Cn1c2c(c(=O)[nH]c1=O)C(NS(=O)(=O)c1ccc(Cl)cc1)(C(F)(F)F)C(=O)N2 (configuration not stated)	11	-1.0	94	0	-4
3	Cc1cccc(C(P(=O)(c2ccccc2)c2ccccc2)P(=O)(c2ccccc2)c2ccccc2)n1	6	-0.9	100	-3	12
4	O=C(Nc1ccc(Cl)cc1)c1ccc2c(c1)S(=O)(=O)c1ccccc1C2=O	x	-0.5	93	-4	x
5	CC(C)(Oc1ccc(Cl)cc1)C(=O)N1CCN(c2ccccn2)CC1	1	0.4	108	-1	5
6	O=C(CCC(=O)c1ccccc1)NC1CCCN(Cc2ccccc2F)C1 (configuration not stated)	54	-0.6	106	1	-10
7	Cc1ccc(S(=O)(=O)NC(CC(=O)NC2CCCC2)c2ccco2)cc1 (configuration not stated)	37	-0.6	96	3	-3
8	NS(=O)(=O)c1ccc(CCn2c(=S)[nH]c3ccc(F)cc3c2=O)cc1	-185	3.7	102	-7	-11

entry	OXTR ag	MEKK2mut PB1 HTS	MEKK3 PB1 HTS	NALP1 inh
1	-2.1	-1	106	23
2	-0.4	-2	95	10
3	-2.6	5	97	22
4	0.7	1	98	x
5	-2.4	6	109	-4
6	-1.1	8	101	0
7	-0.9	1	98	27
8	1.1	-1	103	8

# Continued.
entry	Molecule	PHOSPHO1 inh	V1R ag counter	MEKK2wt PB1 HTS	GalR3 antag	GPR7 antagonist
9	CC1(c2nnc(Cc3ccccc3)o2)CC(c2ccc(Cl)cc2)=NO1 (configuration not stated)	x	4.2	101	-6	x
10	Cc1sc2ncn(CC(=O)NCCCC(=O)Nc3ccc(C(C)C)cc3)c(=O)c2c1C	37	-0.1	99	-7	-13
11	Cn1ncc2c(Nc3ccc4ccccc4c3)ncnc21	16	-0.4	19*[inhibitor]	-2	-4
12	Cc1ccc(NC(=O)COC(=O)c2ccco2)cc1	37	0.9	92	-2	1
13	O=C(COC(=O)/C=C/c1ccc(S(=O)(=O)N2CCOCC2)cc1)NCc1ccc(F)cc1	48	1.0	101	-4	18
14	CC(=O)N1CCc2cc(S(=O)(=O)CCC(=O)Nc3cccc(F)c3)ccc21	-10	0.1	92	-4	-13
15	CC(C)(C)SC(=O)C[C@@H]1NS(=O)(=O)OC2CCCCC21 (some centres not stated)	-47	-0.3	104	-6	5
16	Cc1ccccc1C(=O)NC1CCS(=O)(=O)C1 (configuration not stated)	-1	0.9	x	2	-5

entry	OXTR ag	MEKK2mut PB1 HTS	MEKK3 PB1 HTS	NALP1 inh
9	3.9	3	104	x
10	-0.6	4	104	9
11	-2.3	-29	14*[inhibitor]	-14
12	1.5	-8	90	7
13	2.6	-2	103	23
14	0.2	2	85	-67
15	-1.3	0	107	14
16	3.5	x	x	22

# More structures follow.
entry	Molecule	PHOSPHO1 inh	V1R ag counter	MEKK2wt PB1 HTS	GalR3 antag	GPR7 antagonist
17	Cc1ccc(OCC(=O)N(Cc2ccc(N(C)C)cc2)C2CCS(=O)(=O)C2)cc1 (configuration not stated)	23	1.4	101	-6	-3
18	O=C(Nc1ccc(N2CCOCC2)cc1)c1c(F)cccc1Cl	4	1.1	90	-3	-9
19	Cc1cccc(NC(=O)c2cnccn2)c1	29	1.7	105	-11	2
20	CC(C(=O)N1CCOCC1)n1cc([N+](=O)[O-])cn1 (configuration not stated)	24	1.6	100	-2	7
21	O=C(O)CCC(=O)Nc1cccc(C(=O)c2ccccc2)c1	24	0.3	103	-3	-5
22	COC(=O)c1sc2ccccc2c1N	22	-0.9	97	3	8
23	Cc1ccc(CNC(=O)C2CCC(=O)N2C(C)C)cc1 (configuration not stated)	9	0.8	114	-3	-5
24	C=C(C)Cn1c(CNC(C)=O)nc2ccccc21	7	0.5	112	7	4

entry	OXTR ag	MEKK2mut PB1 HTS	MEKK3 PB1 HTS	NALP1 inh
17	-0.9	0	100	27
18	1.2	-12	105	-19
19	2.1	1	107	13
20	0.8	-1	103	4
21	0.5	4	103	-40
22	-1.1	-2	93	29
23	2.2	4	105	1
24	0.2	5	103	8

# From no. 16 up to 21, as listed above:
entry	Molecule	PHOSPHO1 inh	V1R ag counter	MEKK2wt PB1 HTS	GalR3 antag	GPR7 antagonist
16	Cc1ccccc1C(=O)NC1CCS(=O)(=O)C1 (configuration not stated)	-1	0.9	x	2	-5
17	Cc1ccc(OCC(=O)N(Cc2ccc(N(C)C)cc2)C2CCS(=O)(=O)C2)cc1 (configuration not stated)	23	1.4	101	-6	-3
18	O=C(Nc1ccc(N2CCOCC2)cc1)c1c(F)cccc1Cl	4	1.1	90	-3	-9
19	Cc1cccc(NC(=O)c2cnccn2)c1	29	1.7	105	-11	2
20	CC(C(=O)N1CCOCC1)n1cc([N+](=O)[O-])cn1 (configuration not stated)	24	1.6	100	-2	7
21	O=C(O)CCC(=O)Nc1cccc(C(=O)c2ccccc2)c1	24	0.3	103	-3	-5

entry	OXTR ag	MEKK2mut PB1 HTS	MEKK3 PB1 HTS	NALP1 inh
16	3.5	x	x	22
17	-0.9	0	100	27
18	1.2	-12	105	-19
19	2.1	1	107	13
20	0.8	-1	103	4
21	0.5	4	103	-40

# More compounds follow:
entry	Molecule	PHOSPHO1 inh	V1R ag counter	MEKK2wt PB1 HTS	GalR3 antag	GPR7 antagonist
25	COC(=O)c1cc(S(=O)(=O)Nc2ccc(C)cn2)c[nH]1	14	1.2	102	-9	-2
26	CCN(CC)c1ccc(/C=C/C(=O)C2C(=O)C=C(C)OC2=O)cc1 (configuration not stated)	-1	141*	72	-4	3
27	O=C(C1CCC(CNS(=O)(=O)c2cccc3cccnc23)CC1)N1CCc2ccccc21 (configuration not stated)	17	1.3	104	1	-16
28	CCOc1ccc(S(=O)(=O)N(CC(=O)NCC(F)(F)F)Cc2ccco2)cc1	14	3.7	98	-1	-1
29	COc1ccc(NC(=O)C2CC(=O)N=C(N)S2)cc1 (configuration not stated)	33	-0.2	-11*	-2	-5
30	CCc1c(C)c2ccc(OCC(=O)OC)cc2oc1=O	0	0.6	107	-3	4
31	Cn1c(CNC(=O)CNC(=O)c2cccc(Cl)c2)cc(=O)n(C)c1=O	16	0.5	97	-7	9
32	NC(=O)c1c(C(F)(F)F)cc(-c2ccccc2)nc1NCCO	16	-0.1	109	-1	-7

entry	OXTR ag	MEKK2mut PB1 HTS	MEKK3 PB1 HTS	NALP1 inh
25	0.6	4	99	4
26	158*	61*	108	1
27	-1.1	3	105	-17
28	-1.4	-3	97	24
29	-0.3	2	98	9
30	0.5	10	105	39
31	0.0	-2	92	20
32	0.1	4	105	13

# (listing goes on)
entry	Molecule	PHOSPHO1 inh	V1R ag counter	MEKK2wt PB1 HTS	GalR3 antag	GPR7 antagonist
33	O=C1CCCc2c1cc(C(=O)NCc1ccco1)c(=O)n2-c1ccc(Cl)cc1	18	0.0	102	-5	-5
34	O=C(NC1(C(F)(F)F)NC(=O)N(c2ccc(F)cc2)C1=O)c1cccs1 (configuration not stated)	-2	0.6	111	-4	-5
35	Cc1cc(Br)ccc1OCC(=O)NNC(=O)Cc1ccccc1	4	0.3	97	-4	6
36	Nc1nonc1C(=O)NCCN=Cc1ccccc1O	24	0.8	102	-3	9
37	Cc1nn(C)c(C)c1Sc1ccccc1N	40	1.5	98	-2	-7
38	O=C(/C=C/c1ccc([N+](=O)[O-])cc1)NC1CC2CCC1C2 (configuration not stated)	32	11	101	1	16
39	O=C(Nc1ccsc1C(=O)NC1CC1)c1ccccc1	3	-1.4	99	-5	-4
40	CO/N=C/c1c(C(=O)OC)nn(-c2ccccc2)c1Cl	38	0.3	100	0	4

entry	OXTR ag	MEKK2mut PB1 HTS	MEKK3 PB1 HTS	NALP1 inh
33	0.4	0	102	8
34	0.7	0	158*	27
35	-0.8	-2	97	16
36	0.6	3	106	1
37	2.8	-5	101	-15
38	-0.5	-6	104	6
39	-1.5	1	104	40
40	-0.3	-4	99	12

# (continued)
entry	Molecule	PHOSPHO1 inh	V1R ag counter	MEKK2wt PB1 HTS	GalR3 antag	GPR7 antagonist
41	O=C1/C(=C/c2ccco2)N=C(N2CCCCC2)N1c1ccccc1	14	0.1	102	1	-14
42	CCn1c(CCNC(=O)c2ccc(Cl)cc2)nnc1SCC(=O)NC1CCCC1	47	-0.4	101	-6	-1
43	NS(=O)(=O)c1ccc(CCNC(=O)C2CCCO2)cc1 (configuration not stated)	5	x	102	-2	-20
44	CC(=O)Nc1c(C(=O)N2CCOCC2)cnn1-c1ccc(C)c(C)c1	27	-0.2	106	0	0
45	O=C(Nc1cccc(C(=O)O)c1)Nc1ccccc1Cl	28	0.8	101	-5	-14
46	C=CCOc1c(Br)cc(/C=C(\C#N)C(N)=O)cc1OC	42	-0.4	83	0	4
47	COc1cc(/C=N/NC(N)=O)ccc1OCC(=O)Nc1cc(C)c(C)cc1Br	37	0.2	85	8	-7
48	O=C(CN(Cc1ccc(F)cc1)C(=O)CNS(=O)(=O)c1ccccc1)NCc1ccco1	0	0.3	102	-9	-4

entry	OXTR ag	MEKK2mut PB1 HTS	MEKK3 PB1 HTS	NALP1 inh
41	-0.7	-2	100	36
42	0.3	4	102	x
43	x	6	99	19
44	0.3	8	106	5
45	4.3	2	114	11
46	-0.1	-3	76	5
47	-0.2	-8	93	4
48	1.4	3	106	10

# (listing goes on)
entry	Molecule	PHOSPHO1 inh	V1R ag counter	MEKK2wt PB1 HTS	GalR3 antag	GPR7 antagonist
49	O=C(N/N=C/C=C/c1ccco1)c1cccc([N+](=O)[O-])c1	-1	0.7	97	-2	-9
50	Cc1ccccc1NC(=O)C1CCCN1S(=O)(=O)c1ccc2c(c1)n(C)c(=O)c(=O)n2C (configuration not stated)	-21	-0.2	97	-2	-2
51	CCOC(=O)C1=C(c2ccccc2)Nc2nc(C)nn2C1c1cccc(OC)c1OC (configuration not stated)	28	-0.9	102	-4	7
52	COc1cccc(-c2nnc(NC(=O)c3ccc(S(=O)(=O)N4CCOCC4)cc3)o2)c1	-2	0.2	96	x	-9

entry	OXTR ag	MEKK2mut PB1 HTS	MEKK3 PB1 HTS	NALP1 inh
49	-0.2	-2	98	19
50	-0.3	-3	105	29
51	0.2	1	99	-9
52	-0.2	0	97	6
